TbPYK inhibitor = blocks Trypanosoma brucei pyruvate kinase; Q57TT1; TbPYK enzyme, Kinase-Glo Plus ATP luminescence, 45 min; Potency, µM (titrated, usually from 76.8 µM), for the others: at the highest dose activity, negative = inhibition, hits mostly inhibitors; 410,000 compounds, 0.12% hits; active = well fitted inhibition curve with a large enough effect; inconclusive = small, poorly fitted or top-dose-only effect; note: nearly all actives have a fitted effect of over 50% in size
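Luminescent Kinase-Glo Plus end-point after 45 min room-temperature reaction of T. brucei pyruvate kinase started with 130 uM ADP (final). Buffer TEA 50 mM pH 7.2 with KCl, MgCl2, BSA, Tween-20; titration-based qHTS with fitted concentration-effect curves.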
Numbers without * were called inactive; ? = inconclusive; [ ] = dose if it differs, or a comment. % is set by controls: 0 for no effect and ±100 for the full control effect; potency is the fitted concentration of half-maximal effect. The list is partial; rates above refer to the full screens.

SMILES	TbPYK inhibitor
CCOC(=O)c1cc(OC(=O)c2ccc(OC)c(OC)c2)n(-c2ccccc2)n1	-21%
COc1ccc(CCN2C(=O)N(c3cccc(C)c3)C(=O)C2CC(=O)Nc2ccccc2)cc1OC (stereo not given)	4%
Nc1ccc(N2CCN(c3ncc(C(F)(F)F)cc3Cl)CC2)c(C(F)(F)F)c1	5%
CCC1CN(C(=O)Nc2cccc3c2CCCC3)c2cc(Cl)ccc2O1 (stereo not given)	-1%
COC(=O)c1c(C)sc(-c2c(-c3cccc(OC)c3)[nH]c3c2c(=O)[nH]c(=O)n3C)c1O	-10%
Cc1cccc(NC(=O)CSc2nc(-c3cccs3)nc3cc(=O)[nH]n23)c1	0%
Cc1cc(C)cc(N2CCn3c2nc2c3c(=O)n(CCc3ccccc3)c(=O)n2C)c1	-5%
COCCNC(=O)C1CCCN(S(=O)(=O)c2ccc3c(ccn3C)c2)C1 (stereo not given)	2%
CCCCC(=O)Nc1c(C(=O)N2CCN(c3ccccc3)CC2)oc2ccccc12	3%
C#CC(C)(CC)NC(=O)Cn1nnc(-c2ccc(OCc3ccccc3F)cc2)n1 (stereo not given)	5%
COc1ccc(Nc2cc(C(=O)NCc3cccs3)c3ccccc3n2)cc1	-1%
CCOc1ccc(C2c3c(oc4cc(C)c(C)cc4c3=O)C(=O)N2c2ccccn2)cc1 (stereo not given)	2%
Cc1ccc(S(=O)(=O)c2cn(CC(=O)Nc3ccccc3C)c3cc4c(cc3c2=O)OCO4)cc1	0%
Cc1ccccc1-c1noc(-c2ccc(NCc3ccco3)c([N+](=O)[O-])c2)n1	-3%
Cn1c(=O)n(Cc2ccccc2Cl)c(=O)c2c1nc1n2CCN1c1ccccc1	-1%
CCCc1nnc(NC(=O)Cc2coc3c(C)c(C)ccc23)s1	-7%
O=C(NC1CCCC1)c1ccc2c(c1)N(Cc1ccccc1Cl)C(=O)c1ccccc1S2	-5%
O=C(CN1C(=O)C2(SCC(=O)N2c2cccc(F)c2)c2ccccc21)NCc1ccccc1Cl (stereo not given)	-1%
Cc1ccc(-n2ncc(C(=O)NCCN3CCN(C)CC3)c2C2CCN(C(=O)OC(C)(C)C)CC2)cc1	-3%[15.4 µM]
CCc1ccccc1NC(=O)CN1C(=O)COc2ccc(S(=O)(=O)Nc3ccccc3)cc21	1%
CC(C)c1ccc(NC(=O)Cn2c(=O)n(Cc3nc(-c4ccccc4)no3)c(=O)c3cc4c(cc32)OCO4)cc1	0%
CCOc1ccccc1N(CC)C(=O)Cn1ncc2c([nH]c3ccccc32)c1=O	1%
Cc1cccc(C)c1-n1ncc(C(=O)NCCN2CCOCC2)c1C1CCN(C(=O)OC(C)(C)C)CC1	-2%
COc1cccc(C(c2sc3nc(-c4ccco4)nn3c2O)N2CCN(C)CC2)c1 (stereo not given)	-2%
COc1cccc(Cn2c(=O)c(-c3cccs3)nc3cnc(Nc4cccc(OC)c4)nc32)c1	-4%

Sorted by number of heavy atoms (descending): part of the list above
SMILES	TbPYK inhibitor
CC(C)c1ccc(NC(=O)Cn2c(=O)n(Cc3nc(-c4ccccc4)no3)c(=O)c3cc4c(cc32)OCO4)cc1	0%
Cc1ccc(-n2ncc(C(=O)NCCN3CCN(C)CC3)c2C2CCN(C(=O)OC(C)(C)C)CC2)cc1	-3%[15.4 µM]
COc1ccc(CCN2C(=O)N(c3cccc(C)c3)C(=O)C2CC(=O)Nc2ccccc2)cc1OC (stereo not given)	4%
CCCc1nnc(NC(=O)Cc2coc3c(C)c(C)ccc23)s1	-7%

Next section
SMILES	TbPYK inhibitor
Cc1oc2ncn(C)c(=O)c2c1C(=O)N1CCN(c2ccccc2)CC1	-1%
COc1ccccc1N1CCN(C(=O)Cn2c(=O)n3nc(-c4cccc(C)c4)nc3c3ccccc32)CC1	-2%
Cc1nn(CCCC(=O)Nc2cccc(F)c2)c(=O)c2c1sc1ccccc12	-7%
CCS(=O)(=O)c1nc(S(=O)(=O)c2ccc(C)cc2)c(NCc2ccc(Cl)cc2)s1	6%
CCOC(=O)c1cc(C)n(CC2CCC(C(=O)Nc3ccc(OC)c(OC)c3)CC2)c1C (stereo not given)	1%
COc1ccc(CCNC(=O)CCCn2c(=O)c3ccccc3n(CC(=O)Nc3cccc(C)c3)c2=O)cc1OC	1%
CCOc1ccc(CNS(=O)(=O)c2ccc3[nH]c(=O)ccc3c2)cc1	-4%
CC(=O)Nc1ccc(NC(=O)CCCc2nc(-c3ccc(C(C)(C)C)cc3)no2)cc1	-10%
Cc1ccc(-c2nc(SCC(=O)NCc3ccco3)c3c(=O)n(C)c(=O)n(C)c3n2)cc1	-14%
Cc1ccccc1OCC(=O)Nc1ccccc1C(=O)OCc1cc(=O)n2ccsc2n1	-5%
CSc1ccc(/C=C/c2nc3ccccc3n2S(=O)(=O)c2ccc(F)c(C)c2)cc1	?
COc1ccc(-n2c(=O)c3c(c4cc(OC)ccc4n3C)n(Cc3cccc(C)c3)c2=O)cc1	0%
COc1ccccc1Cn1c(CNS(=O)(=O)c2ccc3c(c2)CCCC3)nc2cccnc21	-6%
Cc1ccc(Cn2c(=O)n(-c3ccc(C)cc3)c(=O)c3c2c2cc(C)ccc2n3C)cc1	-2%
O=C(NCCc1ccccc1)c1nnc(Cc2cccc(F)c2)o1	-7%
COc1ccc(CNC(=O)c2cc3cccc(OC)c3oc2=O)cc1	-2%
Nc1c(-c2nc(-c3cccs3)no2)nnn1-c1cccc(Cl)c1	1%
COc1ccc(S(=O)(=O)N(CC(=O)NCCSc2ccccc2)c2ccc(C)cc2)cc1	2%
CCOC(=O)c1ccccc1NC(=O)Cn1c(=O)n(Cc2nc(-c3ccccc3)no2)c(=O)c2ccccc21	-5%
CCOc1ccc(NC(=O)CN2CCN(C3CCCCC3)C(=O)C2=O)cc1	-8%
Cc1ccc(Cl)cc1N1CCN(C(=O)C2CCC(CNS(=O)(=O)c3cccs3)CC2)CC1 (stereo not given)	3%
CCOC(=O)c1ccccc1NC(=O)c1sc2ncn(Cc3cccc(F)c3)c(=O)c2c1C	-8%
CCOc1ccc(NC(=O)Cn2nc(-c3ccncc3)ccc2=O)cc1	2%
CN(C(=O)CSc1nc2ccccc2n1Cc1ccccc1C#N)c1ccccc1	-1%
CCOc1ccc(-c2cc(NC(=O)Nc3ccccc3C(F)(F)F)c(C(=O)OC)s2)cc1	-10%

Later entries:
SMILES	TbPYK inhibitor
Cc1ccc(Cl)cc1N1CCN(C(=O)CCc2nnc3n(C)c(=O)c4ccccc4n23)CC1	3%
CCc1ccc(N2CCn3c2nc2c3c(=O)n(Cc3c(F)cccc3Cl)c(=O)n2C)cc1	1%
CCCn1c(=O)n(-c2cc(Cl)c(OC)cc2OC)c(=O)c2c3c(sc21)CN(C(C)=O)CC3	0%
Cc1c(C(=O)OC2CCCCCC2)[nH]c2c1C(=O)CC(c1ccccc1Cl)C2 (stereo not given)	-3%
O=C(Nc1ccc(F)c(F)c1)c1cc(S(=O)(=O)NCc2ccc3c(c2)OCO3)ccc1F	0%
COCCn1c(=O)cnc2cnc(N3CCNCC3)nc21	0%
Cc1ccc(-n2ncc(C(=O)N3CCN(c4ccccn4)CC3)c2C2CCN(C(=O)OC(C)(C)C)CC2)cc1	0%[15.4 µM]
Cc1cccc(NC(=O)C2CCN(c3nnc(C)c4c(C)n(-c5ccccc5)nc34)CC2)c1C	-3%
COc1ccc(CCNC(=O)CCCCn2c(=O)c3ccccc3n(Cc3cccc(C)c3)c2=O)cc1OC	-3%
CCOC(=O)c1c(C)oc2c1cc(NS(=O)(=O)c1ccc(C)cc1)c1ccccc12	0%
COC(=O)c1ccc(NC(=O)C(C)N2Cc3ccccc3C2=O)cc1 (stereo not given)	-2%
CCCn1c(CCC(=O)Nc2ccc(OCC)cc2)nc2cccnc21	0%
Cc1ccc(NC(=O)CSc2nc3c(oc4ccccc43)c(=O)n2Cc2ccco2)cc1	-7%
Cc1cc(=O)[nH]c2nnc(SCc3cccc(F)c3)n12	-8%
CCCN(CCC)C(=O)Cn1c(=O)n(-c2ccc(C)c(C)c2)c(=O)c2c3c(sc21)CCCCC3	3%
CC(C)c1ccc(/C=C(\C#N)c2nc(-c3ccc(O)cc3)cs2)cc1	2%
Cc1cccc(C)c1NC(=O)c1sc(-n2nc(C)c(Cc3ccc4c(c3)OCO4)c2C)nc1C	2%
Cc1ccc(C)c(NC(=O)N2CCC(CN3CCOCC3)CC2)c1	-17%
Nc1nonc1-c1nc2ccccc2n1CC(=O)Nc1cccc(C(F)(F)F)c1	-3%
CCc1ccc(NC(=O)c2sc3nc(C)c(Cl)c(C)c3c2NC(=O)c2ccccc2)cc1	6%
COCCCNC(=O)CSc1nc2cc(OC)c(OC)cc2c2nc(-c3ccccc3)nn12	-2%
CCN1CCN(c2ncc3c(n2)CCN(Cc2ccc(OC)c(OC)c2)C3)CC1	4%
CN1CCN(C(=O)C(=O)Nc2c3c(nn2-c2ccc(Cl)cc2)CSC3)CC1	0%
Cc1cc(Nc2ccccc2C)n2nc(Cc3ccc(Cl)cc3)nc2n1	0%
CC(=O)Nc1ccccc1OCc1cc(=O)n2c3c(sc2n1)CCCC3	-4%

(continued)
SMILES	TbPYK inhibitor
Fc1ccccc1N1CCN(c2c3c(nc4nncn24)CCC3)CC1	-2%
O=C(CSc1nccn1Cc1ccc(F)cc1)NCc1ccco1	-3%
Cc1ccc(C)c(NC(=O)c2cc(S(=O)(=O)N3CCN(c4cccc(Cl)c4)CC3)ccc2F)c1	10%
COc1cc(OC)c(NC(=O)Nc2cccc(OCc3cc(=O)n4ccccc4n3)c2)cc1Cl	-7%
O=C(CCNS(=O)(=O)c1ccc2c(c1)CCN2C(=O)C1CC1)N1CCN(c2ccccc2F)CC1	-1%
Cc1ccc(COC(=O)c2[nH]c3c(c2C)C(=O)CC(c2ccc(N(C)C)cc2)C3)cc1 (stereo not given)	-2%
COc1ccc(-n2cc(C(=O)OCc3ccc(F)c(F)c3)c3ccccc3c2=O)cc1	5%
O=C(CSc1nc(-c2ccc(F)cc2)[nH]c1-c1ccccc1)NCC1CCCO1 (stereo not given)	3%
O=c1cc(-c2ccccc2)n2c(SCc3ccc([N+](=O)[O-])cc3)nnc2[nH]1	4%
Cc1ccc2c(c1)c(=O)c1ccccc1n2CCCC(=O)Nc1ccc(Cl)cc1C	1%
Cc1cc(Nc2ccc(C)c(C)c2)n2cnnc2n1	1%
CC(C)c1ccc(NC(=O)Cn2cc(S(=O)(=O)Cc3ccccc3Cl)c3ccccc32)cc1	2%[15.4 µM]
CCc1ccccc1NS(=O)(=O)c1ccc(-c2coc(C)n2)cc1	5%
COc1ccc(CCNC(=O)c2cnc3sc(N4CCC(C)CC4)nn3c2=O)cc1OC	-4%
Cc1ccc(CNc2ncnc3c2c(-c2ccccc2)cn3-c2ccccc2)cc1	2%
CC(C)(C)OC(=O)N1CCC(c2c(C(=O)NC3CCN(Cc4ccccc4)CC3)cnn2-c2ccc(F)cc2F)CC1	2%[15.4 µM]
O=c1cnc2cnc(Oc3ccccc3)nc2n1Cc1ccc(F)cc1	5%
CCOc1cc(CNCCSc2nnnn2C)cc(Cl)c1OCc1ccc(Cl)cc1	0%
Cc1ccccc1N(C)S(=O)(=O)c1nnc(NC(=O)C(C)C)s1	-4%
Cc1ccccc1NC(=O)CCc1c(C)nc2c(c1C)c(=O)n(C)c(=O)n2C	1%
COc1ccc(Cl)cc1NC(=O)CN(C)S(=O)(=O)c1ccc2c(c1)CCCN2C(C)=O	-3%
COCCCNC(=O)CSc1nc(-c2ccc(OC)cc2)[nH]c1-c1ccc(OC)cc1	-11%
CCc1ccc(S(=O)(=O)N(C(=O)Oc2ccccc2)c2ccc3oc(C)c(C(=O)OC)c3c2)cc1	0%
COc1ccc(C2=NC(C)(C)N(CC(=O)Nc3ccc(F)c(F)c3)C2=O)cc1	4%
Fc1ccc(CNCCCSc2nnnn2-c2ccccc2)cc1	0%

Continued; the last two above are carried over.
SMILES	TbPYK inhibitor
COc1ccc(C2=NC(C)(C)N(CC(=O)Nc3ccc(F)c(F)c3)C2=O)cc1	4%
Fc1ccc(CNCCCSc2nnnn2-c2ccccc2)cc1	0%
CCc1ccc(OC(C)C(=O)N2CCC(c3nc4ccccc4s3)CC2)cc1 (stereo not given)	1%
CCN(CC)C(=O)Cn1c(=O)n(-c2ccc(Cl)c(Cl)c2)c(=O)c2c(C)c(C(=O)N(CC)CC)sc21	2%
Cc1c(C(=O)OC2CCCC2)[nH]c2c1C(=O)CC(c1ccc(Cl)cc1)C2 (stereo not given)	1%
CCOc1ccc(CNC(=O)CCC(=O)N2CC3CCCN3c3ccccc32)cc1 (stereo not given)	-8%
Cc1oc(-c2ccccc2F)nc1CS(=O)CC(=O)NC(C)C (stereo not given)	-10%
CCN(CC)c1ccc(NS(=O)(=O)c2ccc3c(c2)CCCN3C(C)=O)c(C)c1	4%
C=C(C)Cn1c(SCC(=O)c2ccc(OC)cc2)nc2sc3c(c2c1=O)CCCC3	9%
Cc1cccc(NC(=O)CS(=O)(=O)c2nc(-c3ccccc3)cn2-c2cccc(Cl)c2)c1C	0%
Cc1cc(C)c(S(=O)(=O)n2cnc(C)c2)c(C)c1	-6%
CCOC(=O)c1ccc(NC(=O)c2c(NCc3cccc(OC)c3)sc3c2CCC3)cc1	?

3 entries from above in a different format:
> Cc1c(C(=O)OC2CCCC2)[nH]c2c1C(=O)CC(c1ccc(Cl)cc1)C2 (stereo not given)
  TbPYK inhibitor: 1%
> CCOc1ccc(CNC(=O)CCC(=O)N2CC3CCCN3c3ccccc32)cc1 (stereo not given)
  TbPYK inhibitor: -8%
> Cc1oc(-c2ccccc2F)nc1CS(=O)CC(=O)NC(C)C (stereo not given)
  TbPYK inhibitor: -10%
